Assay outcomes deposited in PubChem BioAssay by Sanford-Burnham Center for Chemical Genomics.
APOBEC3A inh: APOBEC3A ssDNA deaminase inhibitors, primary screen, selectivity assay for APOBEC3G inhibitor project, biochemical, FAM/TAMRA oligo cleavage fluorescence; recombinant A3A, FAM/TAMRA ssDNA deamination fluorescence; DNA dC->dU-editing enzyme APOBEC-3A (Homo sapiens), P31941; 0.41% of 330,000 active; inhibition, % at 20 µM; AID 493011, 2011;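 active means at least 40% inhibition at 20 µM here, with at most 30% in a related deaminase screen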;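 further: plate controls were A3A with DMSO for no effect and wells lacking A3A enzyme for full effect; some results filed as inactive read as strong as hits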
Target sequence (P31941 whole entry, looked up): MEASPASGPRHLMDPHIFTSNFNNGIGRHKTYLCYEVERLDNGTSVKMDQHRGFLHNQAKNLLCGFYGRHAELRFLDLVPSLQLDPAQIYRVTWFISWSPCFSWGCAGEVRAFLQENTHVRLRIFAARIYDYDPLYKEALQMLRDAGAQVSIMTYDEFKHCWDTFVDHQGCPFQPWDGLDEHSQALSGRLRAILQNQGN
hIAP block: human IAP inhibitors, primary screen, biochemical, luminescence, uHTS | Intestinal-type alkaline phosphatase (Homo sapiens), P09923 | purified IAP, CDP-Star luminescence, 30 min | inhibition, % at 10 µM | 0.12% of 330,000 active;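 active means inhibition reaching a set limit with compound at 10 µM in the primary screen, cut at about 35% in these data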;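 further: plate controls were DMSO wells with enzyme for no effect and no-enzyme buffer wells for full effect; values of inactives mirror those of a sister screen read the other way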
Target sequence (P09923 whole entry, looked up): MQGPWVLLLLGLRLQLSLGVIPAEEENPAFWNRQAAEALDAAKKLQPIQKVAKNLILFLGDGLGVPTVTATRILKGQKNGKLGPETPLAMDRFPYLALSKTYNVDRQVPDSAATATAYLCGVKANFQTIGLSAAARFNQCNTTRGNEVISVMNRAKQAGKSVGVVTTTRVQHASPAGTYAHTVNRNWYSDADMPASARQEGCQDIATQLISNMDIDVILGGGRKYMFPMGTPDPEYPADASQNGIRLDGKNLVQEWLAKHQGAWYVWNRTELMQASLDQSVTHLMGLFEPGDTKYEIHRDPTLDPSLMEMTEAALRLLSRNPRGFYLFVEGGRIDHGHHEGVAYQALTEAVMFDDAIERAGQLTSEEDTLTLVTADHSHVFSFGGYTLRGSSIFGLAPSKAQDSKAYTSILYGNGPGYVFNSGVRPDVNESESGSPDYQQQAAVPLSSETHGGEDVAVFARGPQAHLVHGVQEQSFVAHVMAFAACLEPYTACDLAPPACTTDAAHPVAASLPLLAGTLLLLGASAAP
tim10-1 inh: growth inhibitors of tim10-1 mutant yeast, primary screen, luminescence, uHTS. S. cerevisiae tim10-1 ts strain growth, BacTiter-Glo, 24 h. inhibition, % at 20 µM. 2.2% of 330,000 active;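 active means inhibition of at least 40%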;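 further: mutant grown at 25 °C; 0% = DMSO wells with yeast and 100% = wells holding no yeast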
A3G deaminase: APOBEC3G DNA deaminase inhibitors, primary screen, biochemical, fluorescence, single-stranded DNA substrate, uHTS. DNA dC->dU-editing enzyme APOBEC-3G (Homo sapiens), Q9HC16. recombinant A3G, ssDNA deamination FAM/TAMRA fluorescence. inhibition, % at 20 µM. 0.28% of 330,000 active. AID 493012, 2011;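 active means inhibition of at least 40% at 20 µM, with no more than 30% in the related APOBEC3A deaminase screen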;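 further: plate controls were DMSO wells with A3G for no effect and wells lacking A3G enzyme for full effect; some compounds called inactive have numbers as strong as hits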
TIM10 inh: growth inhibitors of isogenic TIM10 control yeast, primary screen, counter-screen for tim10-1 yeast inhibitor project, luminescence, uHTS; S. cerevisiae TIM10 strain growth, BacTiter-Glo luminescence, 24 h; 1.4% of 330,000 active; inhibition, % at 10 µM;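 active means inhibition of 40% or more at the single tested concentration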;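 further: wild-type TIM10 isogenic control strain grown at permissive 25 °C; 0% = DMSO yeast wells and 100% = minimal medium wells without yeast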
mIAP activ: activators of mouse IAP, primary screen, biochemical, luminescence, uHTS; muIAP, CDP-Star luminescence, 30 min; active compounds read high; 1 = vehicle-only enzyme signal, 0 = enzyme-free wells; 0.24% of 330,000 active; intestinal alkaline phosphatase [Mus musculus]; AID 2805, 2010; activation factor at 10 µM;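 active means activation factor of at least 2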; further: the source names both 10 and 20 µM as test concentration; values of inactives mirror those of a sister screen read the other way
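System: Mouse IAP enzyme | Also added: CDP-Star substrate | Dosing: Compounds dispensed in DMSO | Schedule: 30 min enzyme-substrate-compound incubation at room temperature | Technique: Chemiluminescence readout | Control set: DMSO-only wells and no-enzyme negative control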
mIAP block: inhibitors of mouse IAP, primary screen, biochemical, luminescence, uHTS | intestinal alkaline phosphatase [Mus musculus] | purified mouse IAP, CDP-Star luminescence, 30 min | inhibition, % at 10 µM | 0.2% of 330,000 active | AID 2806, 2010;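 active means inhibition of at least 40% at 10 µM in the primary screen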;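 further: plate controls were DMSO with enzyme for no effect and no enzyme wells for full effect; values of inactives mirror those of a sister screen read the other way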
NALP3 yeast inh: NALP3 inflammasome inhibitors in reconstituted yeast, primary screen, luminescence, uHTS; Yeast reconstituted NLRP3/ASC/caspase-1, beta-gal luminescence, 24 h; inhibition, % at 10 µM; 0.39% of 330,000 active; AID 2825, 2010;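 active means inhibition of 50% or more; inactive means inhibition below 50%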;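 further: plate controls were induced DMSO wells for no effect and uninduced yeast grown without galactose for full effect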
beta cell repl: inducers of MIN6 beta-cell proliferation, primary screen, ATP luminescence, uHTS; MIN6 cells proliferation, ATPlite luminescence, 48 h; cells starved in 0.2% serum; 100% = growth in 10% serum; proliferation, % at 10 µM; 0.29% of 330,000 active;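 active means compounds whose signal lies at least 3.5 SD above the mean of all wells on their plate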;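 further: 0% = DMSO-treated cells in low-serum medium and 100% = 10% serum control; some compounds called inactive have numbers as strong as hits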
Starred values were filed as active, the others as inactive.

#1 CN(CC(=O)N1CCCC1)S(=O)(=O)c1ccc(Cl)cc1
#2 COc1ccccc1N1CCN(CCCOc2ccc(F)cc2)CC1
#3 CCC(C(=O)Nc1ccc2c(c1)OCCO2)n1nnc2ccccc2c1=O (stereo not drawn)
#4 CCOC(=O)c1cc2sccc2n1CC(=O)c1ccc2c(c1)OCCO2
#5 S=C(NCC1CC1)N/N=C/c1ccccc1Cl
#6 CN(Cc1ccccc1)C(=O)Cn1nc(C(F)(F)F)c2c1CCC2
#7 CCOC(=O)c1c(C)[nH]c(C)c1C(=O)COC(=O)c1cc(OC)cc(OC)c1
#8 CC1(c2ccccc2)NC(=O)N(CC(=O)N2CCN(S(=O)(=O)c3ccccc3[N+](=O)[O-])CC2)C1=O (stereo not drawn)

Assay by compound,1,2,3,4,5,6,7,8
APOBEC3A inh,-4,-2,-3,-4,1,1,3,-1
hIAP block,16,8,-4,1,-8,2,6,-2
tim10-1 inh,7,9,20,-6,18,10,10,-22
A3G deaminase,-11,-3,-5,-7,-2,0,-4,-6
TIM10 inh,6,-6,-4,15,6,15,9,3
mIAP activ,0.95,0.94,1.1,1,0.87,1,1,0.95
mIAP block,5,6,-7,-4,13,0,-5,5
NALP3 yeast inh,3,17,5,16,41,12,17,15
beta cell repl,-3,6,0,1,0,0,-2,-2

The final 4 records of the section before are carried over, then new ones follow:
#5 S=C(NCC1CC1)N/N=C/c1ccccc1Cl
#6 CN(Cc1ccccc1)C(=O)Cn1nc(C(F)(F)F)c2c1CCC2
#7 CCOC(=O)c1c(C)[nH]c(C)c1C(=O)COC(=O)c1cc(OC)cc(OC)c1
#8 CC1(c2ccccc2)NC(=O)N(CC(=O)N2CCN(S(=O)(=O)c3ccccc3[N+](=O)[O-])CC2)C1=O (stereo not drawn)
#9 CC(=O)NC1C(=O)N(C)c2ccc(Br)cc21 (stereo not drawn)
#10 NC(=O)CNC(=O)C1CCN(S(=O)(=O)c2ccc(-n3cnnn3)cc2)CC1
#11 Cc1ccc(S(=O)(=O)NC(=O)NC(C)Cc2ccccc2)cc1 (stereo not drawn)
#12 C/C(=N\NC(=O)COc1ccccc1)c1cccs1
#13 O=C(CNC(=O)C12CC3CC(CC(C3)C1)C2)NCc1ccccc1
#14 N#Cc1cc(-c2ccccc2)nnc1Oc1ccccc1
#15 CCCN(CC(=O)Nc1ccccc1C)C(=O)c1ccc2c(c1)OCO2
#16 COC(=O)c1ccc(C2C(C(=O)c3ccco3)=C(O)C(=O)N2CC2CCCO2)cc1 (stereo not drawn)

Assay by compound,5,6,7,8,9,10,11,12,13,14,15,16
APOBEC3A inh,1,1,3,-1,5,-7,5,2,-1,-6,-2,-3
hIAP block,-8,2,6,-2,0,-10,-12,-10,12,6,3,8
tim10-1 inh,18,10,10,-22,10,0,-7,-27,-3,5,8,-5
A3G deaminase,-2,0,-4,-6,0,0,-5,-5,-8,-7,-4,-10
TIM10 inh,6,15,9,3,-1,-10,2,10,1,-2,-1,-9
mIAP activ,0.87,1,1,0.95,1.1,1.1,1.1,1,1,0.86,0.98,1
mIAP block,13,0,-5,5,-7,-10,-12,0,-3,14,2,0
NALP3 yeast inh,41,12,17,15,5,-8,15,7,31,9,24,3
beta cell repl,0,0,-2,-2,-1,6,7,2,-1,2,-3,3

#17 CCOc1cc(C#N)c(NC(=O)CSc2nnnn2-c2ccc(OC)cc2)cc1OCC
#18 C/C(N)=C(/C#N)C(=O)COC(=O)c1ccccc1Oc1ccccc1
#19 Cc1ccccc1-n1c(C)cc(/C=N/NC(=O)c2ccncc2)c1C
#20 COCCN(C(=O)C1CC(=O)N(Cc2ccccc2)C1)c1nc(-c2ccc([N+](=O)[O-])cc2)cs1 (stereo not drawn)
#21 COCCn1nnnc1C(c1ccccc1)N1CCN(C(=O)c2ccco2)CC1 (stereo not drawn)
#22 COc1ccccc1OCC(=O)Nc1cc(Cl)ccc1N1CCCCC1
#23 CCn1c(CSc2n[nH]c(N)n2)nc2cc(C(=O)O)ccc21
#24 C=CCSC1=N/C(=C\c2ccc(C(=O)O)cc2)C(=O)S1

Assay by compound,17,18,19,20,21,22,23,24
APOBEC3A inh,-3,0,0,-5,2,-6,3,-1
hIAP block,4,0,7,14,-4,19,3,12
tim10-1 inh,13,27,18,11,-7,16,-5,2
A3G deaminase,-6,-9,-7,-10,2,-9,-13,-4
TIM10 inh,13,4,8,10,-8,11,-10,-3
mIAP activ,0.98,1.1,0.92,0.9,0.94,0.94,0.92,0.84
mIAP block,2,-12,8,10,6,6,8,16
NALP3 yeast inh,0,-7,6,3,12,6,3,9
beta cell repl,0,5,2,-7,-1,-8,0,0

The list goes on; it opens with the two that closed the last part.
#23 CCn1c(CSc2n[nH]c(N)n2)nc2cc(C(=O)O)ccc21
#24 C=CCSC1=N/C(=C\c2ccc(C(=O)O)cc2)C(=O)S1
#25 O=C(COc1ncnc2ccccc12)Nc1cccc([N+](=O)[O-])c1
#26 O=C(CSc1nc(-c2ccncc2)nn1CC(=O)N1CCCCC1)NC1CCCC1
#27 CN(C)c1ccc(/C=N\NC(=O)c2cccc3cc[nH]c23)cc1
#28 CCCCC(=O)OCC(=O)c1ccc(OCC)cc1
#29 CCC(=O)Nc1ccc(-c2cc3ccccc3oc2=O)cc1
#30 Cc1ccc(C)n1-c1ccc(C(=O)Nc2ccccc2F)cc1
#31 Cc1cccc(NC(=O)Cn2cnc3c(cnn3-c3ccc(F)cc3)c2=O)c1C
#32 Cc1nn(C)cc1C1C2=C(CC(C)(C)CC2=O)N(c2ccccc2)C2=C1C(=O)CC(C)(C)C2

Assay by compound,23,24,25,26,27,28,29,30,31,32
APOBEC3A inh,3,-1,-1,5,-4,9,-1,1,-4,-4
hIAP block,3,12,1,-13,-10,-6,6,8,-3,11
tim10-1 inh,-5,2,4,0,-34,-1,24,-1,15,10
A3G deaminase,-13,-4,-6,17,-7,3,-3,0,-7,-7
TIM10 inh,-10,-3,0,-4,-15,8,13,16,11,2
mIAP activ,0.92,0.84,1.1,1,1.1,1,1,1.1,1,1
mIAP block,8,16,-8,-3,-9,-5,-1,-6,-1,-1
NALP3 yeast inh,3,9,3,9,10,11,23,8,-7,0
beta cell repl,0,0,-3,-1,-2,-1,-2,-4,2,-3

#33 CS(=O)(=O)Nc1ccc(C(=O)NCC2CCCO2)cc1 (stereo not drawn)
#34 COCCn1c(N2CCN(c3ccc(OC)cc3)CC2)nc2c1c(=O)n(C)c(=O)n2C
#35 CCc1c(SCCC(=O)O)nc2ccccc2c1C
#36 O=C(Nc1cccc(S(=O)(=O)N2CCCCC2)c1)Nc1ccc(Cl)cc1Cl
#37 C[C@@H](C(=O)NCCc1c[nH]c2ccccc12)[C@@H]1C[C@@]1(C)[C@@H](NC(=O)OCc1ccccc1)c1ccccc1
#38 CC(C)OC(=O)Cn1nc(C(F)(F)F)c2c1CCCC2
#39 CCCCOc1ccc(-c2cc(C(=O)NNC(=S)NCC)c3ccccc3n2)cc1
#40 COc1ccc(N2CCN(c3nc(NC(C)(C)C)nc(N4CCCCC4)n3)CC2)cc1

Assay by compound,33,34,35,36,37,38,39,40
APOBEC3A inh,1,-2,0,1,-6,-5,1,-3
hIAP block,10,1,0,13,-5,-4,-66,-11
tim10-1 inh,-10,9,7,44*,7,3,72*,-8
A3G deaminase,-1,-7,-4,-4,-7,-6,-1,-5
TIM10 inh,4,9,-8,46*,1,10,47*,-17
mIAP activ,1,1.1,0.98,5.4*,1.5,1,1,0.99
mIAP block,-3,-8,2,-441,-54,-3,-3,1
NALP3 yeast inh,15,12,17,20,21,-10,10,38
beta cell repl,0,1,0,-6,-8,-2,-6,-3

#41 Cc1ccc(S(=O)(=O)NCC(=O)N(CC(=O)NCC2CCCO2)CC2CCCO2)cc1 (stereo not drawn)
#42 Cc1cc(C)c(NC(=S)N(CCCN2CCN(C)CC2)Cc2cccs2)c(C)c1
#43 O=S(=O)(c1cc(Cl)ccc1Cl)N1CCCCC1
#44 CSc1ncc(-c2ccc(Cl)cc2)[nH]1
#45 O=C(O)C1C2C=CC(C2)C1C(=O)NC1CCS(=O)(=O)C1 (stereo not drawn)
#46 Cc1cccc(/C=N/N(CCO)C2=NS(=O)(=O)c3ccccc32)c1
#47 CCOc1nc(NCCN2CCOCC2)nc(NC(C)C)n1
#48 COC(=O)CCCC(=O)N1CCC(CO)(CCc2ccccc2)CC1

Assay by compound,41,42,43,44,45,46,47,48
APOBEC3A inh,1,-2,1,-1,-2,-1,-1,-2
hIAP block,-17,-16,3,-8,0,-12,-8,4
tim10-1 inh,6,8,8,-7,-5,25,2,6
A3G deaminase,-4,-6,-4,0,-7,-2,-1,-4
TIM10 inh,-15,12,-20,7,-3,-7,18,0
mIAP activ,0.99,0.95,1.1,1,0.98,1,1,1
mIAP block,1,5,-5,-2,2,-2,-1,-5
NALP3 yeast inh,-3,20,-25,39,12,5,7,1
beta cell repl,0,-1,-2,-3,-1,0,-1,-2

#49 COc1ccc(C(=O)Nc2cc3c(cc2Cl)OCCCO3)cc1
#50 Cc1cc(OCC(=O)c2cccc(C(F)(F)F)c2)n2cnnc2n1
#51 CCC(NC(=O)c1ccccc1NC(=O)c1ccc(C)cc1)C(=O)O (stereo not drawn)
#52 CCOc1ccccc1N(CC(=O)O)S(=O)(=O)c1ccccc1
#53 Nc1cc2c(cc1[N+](=O)[O-])OCCO2
#54 O=C(CN1CCOCC1)Nc1c2c(nc3ccccc13)N(Cc1ccccc1)CC2
#55 Cn1c(CNC(=O)C(C)(C)C)nc2ccccc21
#56 CN(C)c1ccc(CNC(=O)CN2C(=O)COc3ccc(S(=O)(=O)N4CCCC4)cc32)cc1
#57 Cc1ccc(Cn2cc(/C=N/NC(=O)Cc3nnc(NC(=O)c4ccc(C)cc4)s3)c3ccccc32)cc1

Assay by compound,49,50,51,52,53,54,55,56,57
APOBEC3A inh,-17,-3,1,3,-1,1,0,-8,-3
hIAP block,-18,-4,7,-9,-4,4,3,8,4
tim10-1 inh,11,6,5,7,12,4,11,13,-2
A3G deaminase,-1,-11,-4,-1,0,-3,1,-4,-12
TIM10 inh,-1,11,-9,6,-12,6,1,-1,6
mIAP activ,1.1,1,0.91,0.96,1,1.1,0.99,0.96,0.89
mIAP block,-8,0,9,4,0,-12,1,4,11
NALP3 yeast inh,15,17,1,0,22,5,-8,-3,0
beta cell repl,-5,0,-4,0,-1,-2,0,5,0
